Screens as filed in PubChem.
MC4R antagonist: MC4R antagonists of cAMP signaling, primary screen, cell-based, TR-FRET, antagonist arm of biased-ligand search; Melanocortin receptor 4 (Homo sapiens), P32245; MC4R-expressing cells, MTII-stimulated cAMP, LANCE TR-FRET; inhibition, % at 6.5 µM; 360,000 tested, 0.48% active;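 active = inhibition above its plate's cutoff, the mean of tested wells on that plate plus 3 SD, cut at about 29% in these data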;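 note: 0% = Melanotan II alone and 100% = Melanotan II plus saturating MCL0020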
Target sequence (P32245 whole entry, looked up): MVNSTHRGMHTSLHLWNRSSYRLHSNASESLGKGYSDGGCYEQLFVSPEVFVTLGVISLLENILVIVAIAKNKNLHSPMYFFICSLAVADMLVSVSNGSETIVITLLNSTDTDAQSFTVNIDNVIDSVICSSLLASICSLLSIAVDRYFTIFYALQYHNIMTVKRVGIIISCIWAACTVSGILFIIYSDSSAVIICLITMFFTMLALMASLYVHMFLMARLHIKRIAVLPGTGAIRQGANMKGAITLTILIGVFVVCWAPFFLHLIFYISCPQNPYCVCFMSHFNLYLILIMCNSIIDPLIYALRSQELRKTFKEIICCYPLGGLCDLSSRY
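Assay system: human MC4R-expressing U2OS cells; reagent: Melanotan II stimulation of cells; dosing: 6.5 µM single dose; timing: compound 30 min, challenge 1 h, detection 1 h; signal: TR-FRET cAMP assay; replicates: one well per compound, no replicates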
N-glyco inh: increase of ERlucT glycosylation luciferase signal, primary screen, N-linked glycosylation inhibitor project, D54 ERlucT cells, luminescence, set 2 | reporter increase, % at 12.5 µM | AID 588692, 2011 | D54 ERlucT glycosylation luciferase reporter, 24 h; percent of 100 nM tunicamycin response | 360,000 tested, 0.23% active;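 active = mean luciferase reporter signal, scaled so untreated is 0 and the glycosylation-blocking control 100, at or above a set limit in every replicate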;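 note: luciferase carries N-glycosylation sites so blocking glycosylation raises the light; 0% = median of neutral control wells and 100% = median of 100 nM tunicamycin wells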
iPSC survival up: enhancers of single-cell hiPSC survival, primary screen, ATPlite luminescence | 100% = ROCK inhibitor wells, 0% = DMSO | survival enhancement, % at 20 µM | 360,000 tested, 0.044% active | AID 602274, 2012; in the data active = survival enhancement above about 18%;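 note: cells exposed to compounds for 16 hours before the ATP read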
MC4R ag barr: MC4R agonists recruiting beta-arrestin, primary screen, cell-based, luminescence, agonist arm of biased-ligand search | 360,000 tested, 0.98% active | U2OS MC4R beta-arrestin complementation; percent of melanotan II response, DMSO zero | activation, % at 8.9 µM | AID 540308, 2011 | Melanocortin receptor 4 (Homo sapiens), P32245;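 active = activation above a per-plate cutoff, the mean activation of sample wells on that plate plus 3 SD, cut at about 8% in these data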
ABCB6 inh 2: ABCB6 transporter inhibitors, primary screen, K562-ABCB6 cells, flow cytometry, MLPCN library. ATP-binding cassette sub-family B member 6 (Homo sapiens), Q9NP58. 360,000 tested, 0.19% active. AID 602162, 2011. K562-ABCB6 porphyrin accumulation, 1 h; stronger effect = lower value. fluorescence ratio to DMSO, % at 10 µM;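 active = fluorescence ratio to DMSO below 75%, the collection mean minus 3 SD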;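 note: signal is porphyrin accumulated inside mitochondria; 100% equals median channel fluorescence of DMSO control wells; lower ratio means ABCB6 inhibition with less porphyrin fluorescence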
aDG glyco up: activators of alpha-DG glycosylation, primary screen, uHTS, Pro5-aDG cells, AlphaScreen. 360,000 tested, 0.22% active. activation, % at 10 µM. alpha-DG glycosylation AlphaScreen (IIH6); 0% Pro5, 100% B10-LARGE cell signal. AID 624168, 2012;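 active = activation of at least 8% versus controls, or a plate z-score of at least 8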;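 note: Pro5 are CHO cells carrying HIG-tagged alpha-DG that lacks glycosylation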
ABHD5 PLIN5 PPI: ABHD5-PLIN5 interaction inhibitors, primary screen, cell lysate, split luciferase complementation, luminescence | 360,000 tested, 0.78% active | inhibition, % at 4 µM | Split G. princeps luciferase complementation, 4 h;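 active = inhibition above the mean inhibition across every tested compound plus 3 SD, cut at about 22% in these data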;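 note: 0% = DMSO only wells and the 100% control is not disclosed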
m5-HT2A agonist: mouse Htr2a agonists via beta-arrestin recruitment, primary screen, cell-based, luminescence | CHO-K1 mHTR2A beta-arrestin complementation; percent of 30 µM serotonin response | activation, % at 7.6 µM | 360,000 tested, 0.66% active;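 active = activation above a run cutoff, the mean activation of all tested compounds plus 3 SD, cut at about 14% in these data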;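 note: 0% = plate median of compound wells and 100% = 30 µM serotonin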
Target sequence (P35363 whole entry, looked up): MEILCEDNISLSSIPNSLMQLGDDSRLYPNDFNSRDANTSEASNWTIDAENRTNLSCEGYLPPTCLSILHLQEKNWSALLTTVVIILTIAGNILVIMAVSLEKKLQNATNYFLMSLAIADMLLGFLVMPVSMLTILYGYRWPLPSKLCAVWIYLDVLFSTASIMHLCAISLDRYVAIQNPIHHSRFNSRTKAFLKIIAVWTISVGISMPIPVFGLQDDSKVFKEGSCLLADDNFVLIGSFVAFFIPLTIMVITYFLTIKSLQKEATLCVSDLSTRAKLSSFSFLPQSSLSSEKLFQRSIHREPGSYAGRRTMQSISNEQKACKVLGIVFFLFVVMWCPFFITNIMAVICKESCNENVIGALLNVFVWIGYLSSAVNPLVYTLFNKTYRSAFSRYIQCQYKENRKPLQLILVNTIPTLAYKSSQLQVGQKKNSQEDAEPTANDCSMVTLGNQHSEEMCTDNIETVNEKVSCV
Exocytosis inh: LAMP-1 surface exposure blockers, TALL-104 cells – cell-based, flow cytometry, MLPCN library, primary screen; inhibition, % at 10 µM; AID 651702, 2012; 360,000 tested, 0.66% active; TALL-104 LAMP-1 surface exposure; cells stimulated with thapsigargin and PMA;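 active = inhibition above about 55%, limit read from the data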
H9c2 protect: cardioprotection against H2O2-induced cell death, primary screen, uHTS, H9c2 cells, ATPLite luminescence. protection from H2O2 cell death, % at 20 µM. AID 588492, 2011. 360,000 tested, 0.63% active. H9c2 cardiomyocytes, H2O2 injury protection, 2 h;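 active = compounds giving at least 50% protection of heart cells from peroxide-induced death in the single-dose screen, raw or plate-pattern-corrected value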;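 note: 0% = DMSO wells with peroxide and 100% = DMSO wells without peroxide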
* marks the source's active call; other numbers are inactive results.

SMILES	MC4R antagonist	N-glyco inh	iPSC survival up	MC4R ag barr	ABCB6 inh 2	aDG glyco up	ABHD5 PLIN5 PPI	m5-HT2A agonist	Exocytosis inh	H9c2 protect
COc1ccccc1-c1cc(C(F)(F)F)nc(N2CCN(c3ccccc3)CC2)n1	3	-2	-2.3	1.0	90	0.0	7	0	-2	-5
O=C(O)COc1ccc2oc3ccccc3c2c1	3	2	-2.2	-0.1	110	-0.2	-8	-1	37	0
CCCC(=O)NCCc1cc2c(C)ccc(C)c2[nH]c1=O	0	7	0.4	-1.8	101	-0.1	-6	-1	-2	2
C[C@@H](C(=O)Nc1ccc2c(c1)OCO2)n1c(=O)[nH]c2ccccc2c1=O	0	0	-0.7	-1.1	109	0.1	-6	-2	1	-5
Cc1ccc(S(=O)(=O)/N=C2\C=C(NS(=O)(=O)c3ccccc3)C(=O)c3ccccc32)cc1	9	5	1.7	-1.8	96	0.4	-13	-4	-4	-15
O=C1C=C(c2ccccc2)C[C@@H](c2ccc(Cl)cc2)C1	16	-3	2.0	1.4	98	-0.3	-2	-8	-2	3
CCN(C(=O)c1cc2c(s1)-c1ccccc1S(=O)(=O)C2)c1cc(OC)ccc1OC	15	-2	-0.4	-1.5	102	-0.4	9	-6	-1	-7
Cc1cccc(NC(=O)Nc2c(C)n(C)n(-c3ccccc3)c2=O)c1C	7	2	-0.3	-0.8	96	-0.1	1	-4	0	9
Cc1cc(O)c(C=Nc2ccc(N3CCOCC3)cc2)c(C)c1Cl	17	0	-0.4	2.2	103	-0.2	-1	7	33	83*
COC(=O)[C@]1(CC(C)C)N[C@H](c2ccc(SC3CCCCC3)c(OC)c2)[C@@H]2C(=O)N(C)C(=O)[C@@H]21	9	-4	-1.8	3.7	97	0.2	7	3	1	10
Cc1ccc2nc(SCCC#N)nc(C)c2c1	7	1	4.1	-0.2	105	0.0	-1	1	-2	3
COc1ccc(-c2csc(-n3ncc(C(=O)O)c3C(F)(F)F)n2)cc1	4	3	-0.4	2.1	97	-0.1	5	15*	-10	0
Cc1ccc(-c2nnn(CC(=O)NC3CCCc4ccccc43)n2)cc1 (stereo not drawn)	5	3	0.7	2.5	96	-0.3	3	8	-3	-4
O=C(COC(=O)[C@@H]1CCCN1S(=O)(=O)c1ccc(Cl)cc1)NC1CCS(=O)(=O)C1 (stereo partly drawn)	7	-1	-0.1	-0.3	101	0.1	-4	9	-4	6
Clc1ccc(Sc2cc(Cl)c(-c3ccccc3)nn2)cc1	8	-6	0.5	0.6	101	0.2	-3	-2	0	-12
Cc1ccccc1COc1ccc(-c2nn[nH]n2)cc1	3	1	0.7	-2.1	109	-0.1	-5	3	21	2
C=CCNC(=O)/C(C#N)=C/c1cn(-c2ccccc2)nc1-c1ccc(OC)c([N+](=O)[O-])c1	-14	-6	0.0	-1.4	93	0.3	5	2	-2	10
COc1ccc(C(=O)c2c(C)oc3ccc(O)c(CN4CCOCC4)c23)cc1	-1	-4	0.2	-2.6	100	0.3	-1	10	-1	-3
COc1ccc(OCC(=O)Nc2ccc3c(c2)nc(CCN2CCCC2)n3C)cc1	7	-7	-0.5	-0.5	96	0.0	12	-5	3	3
CCc1noc(C)c1C(=O)N(C)CC(=O)Nc1ccc(Cl)c(Cl)c1	8	3	0.9	-1.0	101	0.3	-1	-2	-4	-4
C=CCSC1=NN2CCS(=O)(=O)N=C2S1	8	-1	-0.5	-2.5	100	-0.2	-2	1	3	-2
O=C(Nc1cccc(S(=O)(=O)N2CCOCC2)c1)C1CCCC1	3	1	-2.0	-0.7	100	0.3	4	4	-5	-1
Cn1c(C(=O)NC2CCCCC2)cc2sccc21	21	-2	-0.6	-0.1	100	0.1	-2	1	-4	0
CC1CC(=O)NN=C1c1ccc(N(C)C)c([N+](=O)[O-])c1 (stereo not drawn)	-6	0	-1.6	-2.0	96	-0.5	7	-2	-1	8
COc1ccc(NC(=O)N2CC(C)OC(C)C2)cc1OC (stereo not drawn)	-2	3	-1.8	-1.5	99	0.0	-9	-2	4	6
Later entries:
SMILES	MC4R antagonist	N-glyco inh	iPSC survival up	MC4R ag barr	ABCB6 inh 2	aDG glyco up	ABHD5 PLIN5 PPI	m5-HT2A agonist	Exocytosis inh	H9c2 protect
O=C(Nc1nc(-c2ccccn2)cs1)c1ccc(F)c(S(=O)(=O)N2CCOCC2)c1	14	-7	0.0	-0.1	119	1.7	-10	6	14	65*
COc1cc(OC)cc(/C(N)=N/O)c1	-3	4	0.4	1.3	95	0.0	-1	1	4	9
Fc1ccc(-c2cc(C(F)(F)F)nc(-n3cc(Cl)cn3)n2)cc1	5	-5	1.1	5.2	96	0.1	-2	3	0	-5
O=C(O)CCSc1nc2ccccc2c(=O)[nH]1	-2	1	-0.7	0.4	110	-0.1	1	3	1	8
CCN(CCCCCCN)c1ccc2c(=O)[nH][nH]c(=O)c2c1	3	1	1.0	-2.7	95	-0.6	-1	-1	0	4
Cc1nc(N2CCOCC2)c(C#N)c2c1COC(C)(C)C2	10	0	-2.2	0.2	101	2.7	0	2	-1	3
N#Cc1c(/N=C/c2ccc(-c3ccc(C(=O)O)c(Cl)c3)o2)sc2c1CCCC2	11	0	-0.5	-2.1	98	-0.1	-8	9	-10	-11
Cc1ccc2c(c1)c(C)c(C)n2CC(O)Cn1nc(C)c(Br)c1C (stereo not drawn)	13	-1	-2.0	7.0	104	-0.1	-12	-3	2	0
COc1ccc(-c2c(C)nn3c(N4CCC(C(=O)NCCN(C)C)CC4)cc(C)nc23)cc1OC	-6	7	-0.9	-1.6	94	0.0	4	-2	0	-4
COc1ccc(N=Cc2c(O)c3ccccc3oc2=O)cc1	-1	1	0.5	0.2	97	0.0	4	4	2	-10
O=C(CSc1nnc(CNC(=O)c2c(F)cccc2F)o1)NCC1CCCO1 (stereo not drawn)	-3	2	-0.3	-2.5	99	0.2	9	1	2	-2
COC(=O)C1=C(C)NC(=O)NC1c1ccc(OCC(=O)N2CCCCC2)cc1 (stereo not drawn)	-3	1	3.4	-0.9	91	-0.2	-3	2	1	7
COc1ccc(C2C3=C(Nc4ncnn42)c2ccccc2CCC3)cc1 (stereo not drawn)	9	2	-0.9	3.8	91	-0.1	9	-2	-1	5
CCc1cc(C(=O)OC)c(NC(=O)c2ccoc2C)s1	-5	1	0.3	-1.9	91	0.1	-2	5	1	-7
CCOc1cc(N2CCOCC2)c(OCC)cc1NC(=O)COC(=O)[C@@H]1CCCN1S(=O)(=O)c1ccccc1F	24	2	0.0	1.2	104	0.3	-5	-4	0	-3
COc1ccc(NC(=O)COC(=O)c2c(-c3ccccc3)noc2C)cc1	-1	-3	-2.0	0.2	92	0.0	12	0	-4	0
CCCCC[C@H]1CN(C2CCCCC2)C(=O)[C@@H]1CC(=O)NCc1ccc(OC)cc1	2	-2	-1.4	2.5	100	0.1	1	4	3	4
Cc1nc2ccccc2c2nc(NC(=O)Cc3ccccc3)nn12	11	4	-1.4	1.0	105	0.1	1	-6	-1	-5
CCOC(=O)C(Cc1ccccc1)NC(=O)CCc1nnc2ccc(N3CCCCC3)nn12 (stereo not drawn)	13	2	-0.1	0.4	105	0.0	3	4	-4	-3
CCNC(=O)/C(C#N)=C/c1c(N2CCN(Cc3ccc4c(c3)OCO4)CC2)nc2c(C)cccn2c1=O	10	0	1.3	1.9	98	-0.1	8	2	-2	9
O=C1c2cccnc2Nc2ccccc2N1CCCF	19	1	-1.4	-0.2	97	-0.1	1	0	1	-5
COc1cccc(C(=O)Nc2ccc(S(=O)(=O)Nc3cc(C)nc(C)n3)cc2)c1	29*	0	0.1	-0.9	97	-0.2	3	-2	-4	-4
COc1ccc(N(C(=O)c2ccc(Br)o2)C2C=CS(=O)(=O)C2)cc1 (stereo not drawn)	6	3	0.3	-0.7	90	-0.2	6	0	-6	3
COc1cccc(CNc2nc(NCc3ccccc3OC)nc3ccsc23)c1	7	-4	-3.2	-1.7	90	1.5	18	-7	74*	-31
COc1ccc(C(C(=O)NC(C)(C)C)N(Cc2ccccc2)C(=O)CCC(=O)Nc2cc(C)on2)cc1 (stereo not drawn)	2	1	-2.8	1.9	108	-0.1	-8	1	-13	10
More entries.
SMILES	MC4R antagonist	N-glyco inh	iPSC survival up	MC4R ag barr	ABCB6 inh 2	aDG glyco up	ABHD5 PLIN5 PPI	m5-HT2A agonist	Exocytosis inh	H9c2 protect
Cc1ccc(SCCNC(=O)CN2C(=O)c3ccccc3S2(=O)=O)cc1	9	0	-2.5	-3.3	95	-0.1	-1	-4	5	-4
COc1ccc(CN2C(=O)[C@H]3Cc4c([nH]c5ccccc45)C(C)(C)N3C2=O)cc1	9	0	1.2	-0.6	103	0.3	0	6	17	9
CCOC(=O)c1cnn(-c2c(Cc3ccccc3)c(C)nc3c(-c4ccccc4)c(C)nn23)c1N	1	-2	-2.5	5.8	96	0.4	2	0	-3	0
NC(=O)c1cc(S(=O)(=O)N2CCN(c3ccc([N+](=O)[O-])cc3)CC2)cs1	-4	-3	0.9	-5.5	96	0.0	-4	2	-5	-3
NNC(=O)C(=O)NCCCN1CCOCC1	8	2	0.6	-0.6	84	0.2	3	4	-1	4
O=C(Nc1ccccc1)c1cc(S(=O)(=O)N2CCCCC2)ccc1N1CCOCC1	0	-2	0.2	-0.4	97	0.0	-3	9	26	4
CC1=C(C(=O)Nc2cccc(C)c2C)C(c2cccs2)NC(=S)N1 (stereo not drawn)	-4	1	-0.8	-1.5	93	-0.4	-1	0	0	-4
CN(C1CCCCC1)S(=O)(=O)c1ccc(C(=O)O)cc1	1	1	-3.2	0.9	106	0.0	2	0	-6	-4
CCc1nnc(NC(=O)c2cc(S(=O)(=O)N(C)c3ccc(OC)cc3)ccc2Cl)s1	5	-1	0.6	0.2	97	0.2	1	1	-2	10
CCCCCc1nnc(NC(=O)Cc2cccs2)s1	4	-1	-1.4	0.0	95	-0.2	-1	4	4	-4
CCCCn1c(N)c(N(CCOC)C(=O)COC(=O)CSc2cc(C)c3ccccc3n2)c(=O)[nH]c1=O	1	2	0.8	-1.1	105	-0.1	5	-5	-1	-1

MC4R antagonist: what is marked active above.
| mol | MC4R antagonist | N-glyco inh | MC4R ag barr | ABCB6 inh 2 | aDG glyco up | ABHD5 PLIN5 PPI | m5-HT2A agonist | Exocytosis inh |
| --- | --- | --- | --- | --- | --- | --- | --- | --- |
| COc1cccc(C(=O)Nc2ccc(S(=O)(=O)Nc3cc(C)nc(C)n3)cc2)c1 | 29* | 0 | -0.9 | 97 | -0.2 | 3 | -2 | -4 |
